# Screening data: PubChem BioAssay, several laboratories
# SDO1 yeast rescue: sdo1-depleted yeast growth rescue. S. cerevisiae sdo1-depleted JHY4D growth rescue, OD600 30 h; stronger effect = higher value; pdr5 snq2 efflux-pump mutant strain. actives 0.21% (n = 140,000). AID 817. z-score at 10 µM;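 active = z-score above 3 at both the 24 hr and the 30 hr optical density reads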;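 also: z-score against mean and SD of all compound wells on the same plate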
# INS promoter inh: TRM-6 insulin promoter activity inhibition | AID 1273 | TRM-6 cells (human fetal islet line), insulin promoter-eGFP reporter, imaging; reporter expression induced with tamoxifen | actives 0.9% (n = 130,000) | inhibition, % at 2 µM;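 active = inhibition above the mean plus 3 SD, with well images judged a real hit on visual review, cut at about 60% in these data, passing the limit was not always enough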
# SDO1 yeast rescue Rescue 24 h: also measured in SDO1 yeast rescue; calls as there; z-score; S. cerevisiae sdo1-depleted JHY4D growth rescue, OD600; measured here: growth rescue at 24 h;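 0 is the plate mean of compound wells and units are plate SD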
# * hit, by the source's call; · = not tested or not shown.
SDO1 yeast rescue	SDO1 yeast rescue Rescue 24 h	INS promoter inh	canonical_smiles
0.11	-0.01	-261.5	O=C(NCC(=O)N(Cc1ccccc1)C(C(=O)NC1CCCC1)c1cccnc1)c1ccco1 (stereo not given)
0.35	0.91	17.9	CC(=O)Nc1cccc(NC(C)=C(C#N)C#N)c1
1.8	2.15	10.7	O=C(CSc1nnc(CNC(=O)c2ccccc2F)o1)NCCc1ccccc1
-0.4	-1.44	-25.0	CC(NC(=O)c1ccc(CS(=O)(=O)c2ccc(Cl)cc2)o1)c1ccc2c(c1)OCCO2 (stereo not given)
-0.69	-0.17	33.3	COc1c2ccoc2c(OCC=C(C)C)c2oc(=O)ccc12
0.17	-0.39	-8.5	c1ccc(-c2c[nH]c3[n+]2CCCCC3)cc1
0.92	0.57	4.8	CCCCCCCCCCCCCCCC(=O)OC[C@H](COP(=O)([O-])OCC[N+](C)(C)C)OC(=O)CCCCCCCCCCCCCCC
0.87	0.67	-40.0	CC1(C)CC2(CCO1)OC(=O)CC2C(=O)NCc1ccccc1 (stereo not given)
-0.44	-0.04	-27.8	C=CCOc1nc2c(c(=O)n(C)c(=O)n2C)n1Cc1ccccc1Cl
0.48	-0.49	-7.1	CC(C)N1C(=O)C2C(C(=O)NC3CCCCC3)C3C=CC2(O3)C1C(=O)NC1CCCCC1 (stereo not given)
0.04	0.26	-3.3	O=C(CCc1ccc(S(=O)(=O)NC2CCCCC2)cc1)Nc1ccccc1
0.3	0.01	·	CN(C)c1ccc(C=NCC2(O)CCOC(C)(C)C2)cc1 (stereo not given)
·	·	-100.0	CC(C)N(NC(=O)c1cccc2ccccc12)C(C)C
-0.41	-1.73	·	CCN1CCN(C(=O)Nc2ccc(Cc3ccc(NC(=O)N4CCN(CC)CC4)cc3)cc2)CC1
2.27	2.08	0.0	NC(=O)c1ccc(NC(=O)COC(=O)/C=C/c2cn(-c3ccccc3)nc2-c2cccnc2)cc1
·	·	52.4	COc1ccc(CN2CCC(c3nc4ccc(Cl)cc4[nH]3)CC2)cc1
-2.04	-2.09	·	Cc1cccc2sc(N(CCCN(C)C)C(=O)c3sc4ccccc4c3Cl)nc12
0.44	1.14	11.1	O=C(O/N=C\c1ccc(N2CCCCC2)c([N+](=O)[O-])c1)c1c(F)cccc1F
1.46	0.62	-14.3	CCOC(=O)c1c(NC(=O)CNCC(O)CO)sc(C)c1C (stereo not given)
-0.23	-0.45	·	COc1ccc(OC)c(NC(=O)CN(c2ccc(C)cc2)S(=O)(=O)c2c(C)noc2C)c1
-1.04	-0.99	·	C=C(C)CNC(=S)NNC(=O)CCn1c2cc(Cl)ccc2c2ccc(Cl)cc21
-0.05	-0.28	16.7	O=C(CSc1ncn[nH]1)Nc1ccc(S(=O)(=O)N2CCCC2)cc1
·	·	-27.8	Cc1ccc(-c2cc(C(=O)NCC3CCCO3)c3ccccc3n2)cc1C (stereo not given)
0.81	0.52	·	CCOc1cccc(CNCCO)c1OCc1ccc(Cl)cc1Cl

# In the list so far, 3 contain an NH in an aromatic ring:
SDO1 yeast rescue	SDO1 yeast rescue Rescue 24 h	INS promoter inh	canonical_smiles
0.17	-0.39	-8.5	c1ccc(-c2c[nH]c3[n+]2CCCCC3)cc1
·	·	52.4	COc1ccc(CN2CCC(c3nc4ccc(Cl)cc4[nH]3)CC2)cc1
-0.05	-0.28	16.7	O=C(CSc1ncn[nH]1)Nc1ccc(S(=O)(=O)N2CCCC2)cc1

# Laid out differently: entries from further up.
# Results follow in this order: SDO1 yeast rescue	SDO1 yeast rescue Rescue 24 h	INS promoter inh
O=C(CSc1ncn[nH]1)Nc1ccc(S(=O)(=O)N2CCCC2)cc1
 : -0.05	-0.28	16.7
Cc1cccc2sc(N(CCCN(C)C)C(=O)c3sc4ccccc4c3Cl)nc12
 : -2.04	-2.09	·
CCOc1cccc(CNCCO)c1OCc1ccc(Cl)cc1Cl
 : 0.81	0.52	·
CCOC(=O)c1c(NC(=O)CNCC(O)CO)sc(C)c1C (stereo not given)
 : 1.46	0.62	-14.3
COc1ccc(OC)c(NC(=O)CN(c2ccc(C)cc2)S(=O)(=O)c2c(C)noc2C)c1
 : -0.23	-0.45	·
C=C(C)CNC(=S)NNC(=O)CCn1c2cc(Cl)ccc2c2ccc(Cl)cc21
 : -1.04	-0.99	·
Cc1ccc(-c2cc(C(=O)NCC3CCCO3)c3ccccc3n2)cc1C (stereo not given)
 : ·	·	-27.8

# Next part:
SDO1 yeast rescue	SDO1 yeast rescue Rescue 24 h	INS promoter inh	canonical_smiles
-0.37	-0.31	5.3	COc1cc(NC(=O)CCc2ccccc2)c(C(=O)O)cc1OC
0.11	-0.62	33.3	N#Cc1ccc(Nc2ccccc2)c(N)c1
0.63	1.23	0.0	Cc1cc(C)nc(NC(=O)c2cccc([N+](=O)[O-])c2)c1
0.44	1.57	61.5	CCOC(=O)c1ccccc1NC(=O)Cn1cnc2c(cnn2-c2ccccc2)c1=O
0.49	0.53	-61.1	COc1cc(Cn2ccnc2)c(OC)cc1Cn1ccnc1
·	·	41.2	Cc1cc2nc[nH]c2cc1[N+](=O)[O-]
0.88	0.58	·	O=C1N/C(=N/S(=O)(=O)c2ccccc2)S/C1=C/c1cccnc1
-0.08	-0.89	·	CCOC(=O)CSc1nnc(CNc2ccc(F)cc2)o1
-0.19	-0.4	8.6	CCCC(CCC(=O)OC)(C(=O)OCC)c1csc(N)n1 (stereo not given)
-0.65	-0.63	·	Cc1ccc(-n2c(SCC(=O)Nc3cc(C)on3)nc3c(c2=O)SC(C)C3)cc1 (stereo not given)
0.28	-0.45	-5.0	Cc1ccc(NC(=O)N(CCCN2CCOCC2)Cc2cc3cc4c(cc3[nH]c2=O)OCO4)cc1
1.15	1.34	11.8	COCCn1c(Cc2ccccc2)nnc1SCC(=O)NC(C)(C)C
0.5	-0.01	-18.8	COc1ccccc1NC(=O)C1=C(C)Nc2ncnn2C1c1ccccc1C (stereo not given)
0.16	-0.11	·	Cc1cc(NC(=O)COc2cccc(C)c2C)no1
·	·	21.4	O=C1CS/C(=N/N=C2CCCC2)N1
-0.12	-0.47	-37.5	CCCCNC(=O)/C=C/c1cccs1
-1.31	-0.97	-306.2	COc1ccc(S(=O)(=O)NCCSCc2ccco2)cc1C
·	·	-5.3	Cc1ccc(C(=O)N2CCN(C(=O)c3ccco3)CC2)cc1NC(=O)c1ccco1
·	·	33.3	CS(=O)(=O)C1=NSC2=NC(=O)/C(=C\c3cccn3-c3ccccc3Cl)C(=N)N21
0.43	0.03	-17.9	CNC(=O)C(C)NS(=O)(=O)c1ccc(F)cc1 (stereo not given)
-0.1	0.53	42.9	Cc1cc(O)c(C(C[N+](=O)[O-])c2ccc(Cl)cc2Cl)c(=O)o1 (stereo not given)
1.4	1.53	-63.2	CCNS(=O)(=O)c1ccc(CCC(=O)NCCC2=CCCCC2)cc1
-0.75	-0.35	25.0	Cc1[nH]n(-c2ccc(Cl)cc2)c(=O)c1C=Nc1ccc(S(=O)(=O)N2CCOCC2)cc1
0.53	0.89	53.9	Cc1ccc(NC(=O)CCn2ccc([N+](=O)[O-])n2)nc1
-0.12	-0.22	43.8	COc1ccccc1NC(=O)CSc1nnc(Cc2ccccc2)o1
0.69	0.39	50.0	O=C(c1ccc(S(=O)(=O)N2CCOCC2)cc1)N1CCN(c2ccc(F)cc2)CC1
0.87	0.07	63.0	CCOC(=O)C1=C(C)NC2=C(C(=O)CCC2)C1c1cccnc1 (stereo not given)
0.19	-0.57	·	Cc1nc2ccc(S(=O)(=O)NC(C(=O)N3CCn4c3nc3ccccc34)C(C)C)cc2s1 (stereo not given)
1.81	2	-25.6	Cc1ccccc1-c1nc2cc(Cl)ccc2o1
0.56	1.19	35.7	O=C(CSc1nnnn1C1CCCCC1)NCc1ccco1
0.7	0.99	36.0	Cc1ccc(C(=O)NCc2occc2C(=O)O)o1
-0.7	-1.09	·	N#C/C(=C\c1ccc2c(c1)OCCO2)C(=O)NC1CCCCC1
·	·	53.3	Cc1ccc(CSCC(=O)NCc2cccs2)cc1
-0.75	-0.06	·	CN1CCN(NC(=O)CN2C(=O)/C(=C/c3ccccc3Cl)SC2=S)CC1
1.47	1.72	·	Cc1cccc(CSC2=NCCN2C(=O)c2ccco2)c1
-0.21	0.41	-92.6	Cc1cc(NC(=O)c2ccc(S(=O)(=O)N3CCCC3)cc2)nc2c1c(=O)oc1ccccc12
·	·	-128.6	CCOc1cc(/C=C2/C(=O)ON=C2C)ccc1OCc1ccccc1
0.56	0.5	16.1	CCN(CC)CCNCc1ccc(-c2ccc(Cl)cc2)o1
0.51	0.37	-23.1	COc1cc(NC(=O)CSc2nc3c(C)ccc(C)c3cc2C)c(C(=O)O)cc1OC
-0.23	0.94	·	CC1=C(C(=O)OC2CCCCC2)C(c2ccc(C)o2)C2=C(CCCC2=O)N1 (stereo not given)
-1.58	-1.56	35.1	Cc1nc2ccccc2c(=O)n1NC(=O)c1c(O)c2c(n(CC(C)C)c1=O)CCCC2
0.82	0.25	-16.3	COc1cccc(C(=O)NNC2=CC(=O)CC(C)(C)C2)c1
·	·	-81.8	CCOC(=O)C1=C(N)Oc2cc(O)ccc2C1c1ccc([N+](=O)[O-])cc1 (stereo not given)
0.12	3.22	-6.7	CC(C)NC(=S)NC(=O)/C=C/c1cccc2ccccc12
-0.53	0.81	·	CCOC(=O)Cc1csc(NC(=O)CSc2nnc(-c3ccc(C)cc3)o2)n1
1.52	1.9	-24.0	CCNC(=S)NNC(=O)c1cccs1
0.16	-0.18	-25.7	CCOC(=O)Cc1cc(=O)n2[nH]c(-c3ccc(C)cc3)cc2n1
1	2.97	26.3	COC(=O)c1ccc2c(=O)n(Cc3ccco3)c(SCC(=O)Nc3ccc(C)c(Cl)c3)nc2c1
-0.11	-0.61	·	O=C(NC1CCCC1)C(Cc1ccccc1)n1cccc1 (stereo not given)
-0.66	-0.86	11.4	Cc1ccc(CSCC(=O)N2CCN(c3ccc(F)cc3)CC2)cc1
·	·	7.1	CC(Sc1nncs1)C(=O)Nc1ccc2c(c1)OCO2 (stereo not given)
0.87	1.09	-15.4	OCCCNC(=S)Nc1ccc2nc(-c3ccccn3)c(-c3ccccn3)nc2c1
·	·	33.3	Cc1ccc(CCNC(=O)CNC(=S)N(Cc2ccccc2)Cc2cccnc2)cc1
·	·	10.0	COc1ccc(-c2csc(Nc3ccc(S(=O)(=O)Nc4cc(C)on4)cc3)n2)cc1C
-1.75	-1.09	-10.3	O=c1c(-c2nc3ccccc3o2)c2oc3ccccc3n2c2ccccc12
·	·	-350.0	C[N+]1(CC(=O)OCCCc2ccccc2)CCCCC1

# (more compounds)
SDO1 yeast rescue	SDO1 yeast rescue Rescue 24 h	INS promoter inh	canonical_smiles
-0.13	0.36	9.1	O=S(=O)(c1ccc(S(=O)(=O)N(Cc2ccc(F)cc2)C2CCCC2)cc1)N1CCCC1
0.58	0	·	Cc1nc2sc(C(c3ccc(Cl)cc3)N3CCOCC3)c(O)n2n1 (stereo not given)
0.6	0.68	-64.1	NC(=O)CSc1nnc(C2CC2)n1-c1ccccc1
1.38	2.77	-13.9	CCOC(=O)C1Cc2c([nH]c3ccccc23)CN1 (stereo not given)
-0.12	-1.19	35.7	Cc1cc(C(=O)N/N=C2\CCCC(=O)C2)c2ccccc2n1
0.56	0.55	-5.6	Cc1ccc(CNc2nc(N)c([N+](=O)[O-])c(NCc3ccccc3)n2)cc1
-0.3	-0.18	·	CCCc1nn(C)c(C(=O)Nc2cccc(CC)c2)c1Cl
-0.05	-0.02	·	O=C(CSc1ccccn1)c1ccc2c(c1)OCO2
·	·	0.0	Cc1onc(-c2c(Cl)cccc2Cl)c1C(N)=S
-0.19	0.03	-22.1	Cc1ccc(S(=O)(=O)N2CCN(C(C)C(=O)Nc3ccccc3-c3ccccc3)CC2)cc1 (stereo not given)
-0.56	0.1	34.5	Nn1cc(-c2ccccc2)nc1SCC(=O)N1CCN(S(=O)(=O)c2ccc3ccccc3c2)CC1
1.7	1.5	-33.3	Cc1cc(S(=O)(=O)N2CCC(N3CCCCC3)CC2)ccc1-n1cnnn1
-0.11	-0.66	·	C=CCNC(=O)c1sc(=S)n(-c2ccc(C(=O)OCC)cc2)c1N
-0.39	0.49	·	COCC(C)n1c(C)cc(C(=O)COC(=O)c2c(C)nn(-c3ccccc3)c2C)c1C (stereo not given)
-1.65	-0.97	17.1	CC1(C(=O)OCC(=O)c2c[nH]c3ccccc23)CC1(Cl)Cl (stereo not given)
-1.1	-1.28	-11.1	COc1cccc(Nc2nc(CN3CCOCC3)nc3sc4c(c23)CCCC4)c1
0.14	-0.33	·	COc1cc2c(cc1OC)C(=O)CC(C)S2 (stereo not given)
·	·	20.9	C=CCOCCN(C)C1=NS(=O)(=O)c2cc([N+](=O)[O-])ccc21
-0.52	-0.68	-13.3	Cc1ccc(SCc2cc(-c3ccc(Cl)cc3)on2)cc1
-1.08	0.46	12.5	O=C(NCSc1ccnc(SCNC(=O)c2ccccc2)n1)c1ccccc1
0.36	-0.49	21.4	Cc1ccccc1OCC(=O)NCCc1nc2ccccc2[nH]1
-0.29	-0.3	-26.5	CS/C(=N\S(=O)(=O)c1cccs1)Nc1ccc(F)c(Cl)c1
·	·	-75.0	N#Cc1ccc(CSc2nnc(-c3c[nH]c4ccccc34)n2-c2ccccc2)cc1
1.45	2.05	-6.1	O=C1CC(c2cc3c(cc2Br)OCO3)C2=C(CCCC2=O)N1 (stereo not given)
-1.88	-0.83	-76.9	c1ccc(CNc2nc(CN3CCOCC3)nc3scc(-c4ccccc4)c23)cc1
